MITF inh: human MITF inhibition, primary screen. O75030. AlphaScreen MITF homodimerization, bead proximity signal. inhibition, % at 2.6 µM. actives 0.91% (n = 650,000); in the data active = inhibition above about 50%;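 note: 0% = vehicle wells with protein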
Target sequence (O75030 whole entry, looked up): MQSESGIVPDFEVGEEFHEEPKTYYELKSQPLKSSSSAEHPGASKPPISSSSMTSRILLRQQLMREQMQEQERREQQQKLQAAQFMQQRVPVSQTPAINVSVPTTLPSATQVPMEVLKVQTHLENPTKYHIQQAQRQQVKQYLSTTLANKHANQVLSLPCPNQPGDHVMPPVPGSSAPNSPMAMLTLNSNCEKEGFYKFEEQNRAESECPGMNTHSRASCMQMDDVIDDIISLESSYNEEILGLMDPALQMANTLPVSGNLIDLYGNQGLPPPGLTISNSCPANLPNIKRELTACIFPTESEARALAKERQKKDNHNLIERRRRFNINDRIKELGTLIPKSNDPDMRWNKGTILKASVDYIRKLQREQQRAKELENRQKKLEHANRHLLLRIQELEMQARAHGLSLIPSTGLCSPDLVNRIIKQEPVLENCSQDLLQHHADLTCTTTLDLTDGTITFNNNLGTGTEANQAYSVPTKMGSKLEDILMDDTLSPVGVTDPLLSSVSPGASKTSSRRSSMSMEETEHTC
FBW7 activator: activators of human E3 ligase FBW7. actives 0.13% (n = 650,000). AID 1259310. Q969H0. AlphaScreen FBW7–phospho-cyclin E peptide binding, activator screen. normalized activity (activation), % at 26.1 µM; in the data active = normalized activity above about 1.9%;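 note: purified mutant Fbw7 with reduced substrate affinity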
TEAD-YAP inh: TEAD-YAP interaction inhibition. HEK-TIYL cells, TEAD-Gal4/YAP UAS-luciferase luminescence. inhibition, % at 9.12 µM. actives 1.4% (n = 640,000); in the data active = inhibition above about 32%;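 note: 0% = median of test compound wells and 100% = reference inhibitor wells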
GPR151 activ: human GPR151 activation | PathHunter beta-arrestin GPR151 cells, luminescence | AID 1508602 | Q8TDV0 | actives 1% (n = 650,000) | activation, % at 11.2 µM; in the data active = activation above about 4.9%;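 note: 0% = median of compound wells and 100% = cells with positive control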
Target sequence (Q8TDV0 whole entry, looked up): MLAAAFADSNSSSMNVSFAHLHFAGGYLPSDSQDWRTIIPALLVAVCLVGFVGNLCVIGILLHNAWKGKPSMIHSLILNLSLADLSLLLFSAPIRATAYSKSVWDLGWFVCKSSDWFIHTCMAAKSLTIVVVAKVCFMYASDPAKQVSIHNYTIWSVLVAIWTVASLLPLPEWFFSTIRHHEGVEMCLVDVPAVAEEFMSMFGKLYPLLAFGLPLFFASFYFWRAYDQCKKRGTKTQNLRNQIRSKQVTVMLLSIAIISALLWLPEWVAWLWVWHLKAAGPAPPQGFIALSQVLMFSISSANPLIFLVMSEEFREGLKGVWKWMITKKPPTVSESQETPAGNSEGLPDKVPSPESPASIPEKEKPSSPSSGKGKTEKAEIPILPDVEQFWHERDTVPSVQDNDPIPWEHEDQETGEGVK
An asterisk follows results filed as active.

Order of results: GPR151 activ	TEAD-YAP inh	MITF inh	FBW7 activator
> CN1/C(=C\C=NC2CCS(=O)(=O)C2)C(C)(C)c2ccccc21 (configuration not stated)
→ -0.9	2	5	0.5
> O=C(CCN1C(=O)c2cccnc2C1=O)Nc1cccc(Cl)c1
→ 0.2	6	18	-0.2
> Brc1ccc2ncnc(Nc3ccc(N4CCOCC4)cc3)c2c1
→ 1.6	8	12	0.0
> Cc1ccc(S(=O)(=O)NC(N)=NCCc2ccc(Cl)cc2)cc1C
→ -1.4	-3	6	0.0
> COc1cc(CN2CCCC(N3CCOCC3)C2)ccc1F (configuration not stated)
→ 0.3	-10	2	-0.1
> C=CCSc1nnc2c(n1)OC(c1ccc(-c3ccccc3Cl)o1)Nc1ccccc1-2 (configuration not stated)
→ 0.1	-15	7	0.2
> COc1cc(C=O)ccc1OCc1ccncc1
→ 0.3	1	17	0.1
> COc1cc(C(=O)Nc2cc(C(=O)Nc3cc(Cl)ccc3C)ccc2N2CC3CC(C2)c2cccc(=O)n2C3)cc(OC)c1OC (configuration not stated)
→ 0.5	-13	8	0.3
> CC(=O)Nc1cc(C(=O)N2CCN(c3ccccn3)CC2)ccc1Sc1ccc(C)cc1
→ -0.5	-9	10	-0.1
> COCC(=O)Nc1cccc(I)c1
→ 1.0	8	4	-0.1
> CNC(=O)C1CC(=O)N(c2ccc(O)cc2)C1 (configuration not stated)
→ 0.9	-3	5	0.3
> Cn1ccc(C(=O)NCC2CCC3(CCN(C/C(Cl)=C/c4ccccc4)CC3)O2)n1 (configuration not stated)
→ -0.7	11	8	0.1
> COc1ccc(CNc2ccc(C(=O)Nc3cccc(OC)c3)cc2[N+](=O)[O-])cc1
→ -0.8	52*	5	-0.2
> CCC1CCCCN1C(=O)c1ccc(C)o1 (configuration not stated)
→ -0.5	13	0	-0.1
> O=C(CCNC(=O)N1CCc2ccccc21)c1ccccc1
→ 0.8	-56	-1	0.0
> COc1cc(/C=C2\SC(N3CCOCC3)=NC2=O)ccc1O
→ -1.6	54*	-4	-0.2
> CN1CCN(C2c3ccccc3-n3cccc32)CC1 (configuration not stated)
→ -0.4	4	7	0.1
> CC1CCN(C(=O)CN2C(=O)c3ccccc3S2(=O)=O)CC1
→ 1.2	-26	-1	-0.1
> CC(=O)N1CCN(C(=O)COc2ccc(C#N)cc2)CC1
→ 0.1	-13	-12	0.1
> CC(=O)NCC1CCC2(CCN(Cc3ccc4nsnc4c3)CC2)O1 (configuration not stated)
→ -0.8	3	-8	0.2
> COc1ccc(-c2nc(NCc3cccc(C(F)(F)F)c3)c3ncn(CCN4CCCC4=O)c3n2)cc1
→ -0.5	0	-5	-0.1
> Cc1ccccc1OCc1nnc(SCC(=O)N2CCN(c3ccccc3)CC2)n1C
→ -0.8	7	-6	-0.1
> NC(=O)c1cc(N2CCC(N3CCOCC3)CC2)nc2ccccc12
→ -0.5	-9	-16	0.1
> COc1ccc(OC)c(S(=O)(=O)NNC(=O)NC2CCCCC2)c1
→ -0.1	4	-2	0.0
> O=C(O)CC1(CC(=O)Nc2ccc(Br)cc2)CCCC1
→ -0.1	-5	11	0.0
> Cc1c(NC(=O)C(C)(C)C)cccc1C(=O)NN1C(=O)c2ccccc2C1=O
→ -0.8	3	2	0.9
> CCOC(=O)C1(C)NC(c2ccccc2F)C2C(=O)N(CC)C(=O)C21 (configuration not stated)
→ 1.5	-11	7	-0.5
> COc1ccc(S(=O)(=O)N2CCCCC2)cc1N(C)S(=O)(=O)c1ccc(C)cc1
→ -0.1	9	13	0.1
> O=C(N/N=C/c1ccc(Br)o1)c1cccc(F)c1
→ -0.9	-51	-5	0.1
> O=C(Cn1c(=O)oc2cc(S(=O)(=O)N3CCCC3)ccc21)NC1CCCCC1
→ -0.7	6	2	0.0
> C=CCn1c(Oc2ccc(Oc3ncc(Cl)cc3Cl)cc2)nc2c1c(=O)n(C)c(=O)n2C
→ -0.2	0	15	0.1
> N#Cc1ccc(OCCN2C(=O)NC3(CCSC3)C2=O)cc1 (configuration not stated)
→ -0.2	5	8	0.0
> CCNC(=S)Nc1ccc(N2CCCCC2)cc1
→ 0.2	-8	3	-0.3
> COc1ccc2c(c1)-c1c(ssc1=Nc1ccc(S(=O)(=O)NC(C)=O)cc1)C(C)(C)N2
→ -1.5	-4	5	-0.1
> Cn1c(=O)c(-c2cc([N+](=O)[O-])ccc2N)nc2ccccc21
→ 1.1	-1	-3	0.0
> CCOC(=O)CS(=O)(=O)c1ccc(S(C)=O)cc1[N+](=O)[O-] (configuration not stated)
→ -1.3	-24	10	-0.2
> CSc1nc(N2CCCC2)c2cnn(CCNC(=O)c3cccc(F)c3)c2n1
→ -0.4	-7	9	0.0
> COCCN1C(=O)c2ccccc2C(C(=O)Nc2ncccc2C)C1c1ccc(F)cc1 (configuration not stated)
→ -0.6	1	-5	0.1
> CCCc1cc(N2CCCC(C(=O)NCc3ccccc3F)C2)n2ncnc2n1 (configuration not stated)
→ -1.0	7	12	0.1
> CC1CCN(S(=O)(=O)c2ccc3ccccc3c2)CC1
→ 0.0	-3	14	0.1
> N#CC(C1=NS(=O)(=O)c2ccccc21)c1nc(C23CC4CC(CC(C4)C2)C3)cs1 (configuration not stated)
→ 1.4	62*	-3	-0.1
> OCCN1CCC(O)(c2ccc(F)cc2)CC1
→ 1.1	2	-6	0.0
> COC(=O)C1=C(C)N(c2ccc(Cl)cc2)C(=O)/C1=C\c1cccs1
→ 1.1	-6	1	-0.1
> C1CCCN(c2nc3nonc3nc2N2CCN3CCCC3C2)CC1 (configuration not stated)
→ 1.5	2	-9	0.0
> CN1C(=O)C(=Cc2cc(Cl)c(O)c(Cl)c2)C(=O)N(C)C1=S
→ 1.1	1	11	0.0
> COC(=O)c1sc2ncn(Cc3cccc(Cl)c3)c(=O)c2c1C
→ 0.4	5	1	0.0
> CC1CCCN(Cc2cn3c(-c4cccc(Br)c4)nnc3s2)C1 (configuration not stated)
→ -0.9	4	3	-0.3
> COc1ccc(C(=O)C2CCCN(C(=O)Cn3nc(C)nc3C)C2)c(C)c1 (configuration not stated)
→ 0.5	-7	16	0.1
> COc1cccc(CN2CCCCCC2)c1O
→ 1.6	-4	9	0.1
> CCOC(=O)C(C)Oc1cccc2c(=O)n(CC(=O)Nc3ccccc3OCC)ccc12 (configuration not stated)
→ -1.5	-2	20	0.9
> COc1ccc(NC(=O)C(=O)NCc2cccnc2)c(OC)c1
→ -1.9	-14	12	-0.1
> Cc1n[nH]c(=S)n1/N=C/c1ccccc1Br
→ -0.4	-7	17	0.1
> COc1cccc(NC2=NCCCCC2)c1
→ -1.9	3	2	0.0
> O=C(CCCn1c(SCC(=O)c2ccc(F)cc2)nc2ccsc2c1=O)NCCc1ccccc1
→ 0.6	7	-12	-0.1
> CC(C)N(C(=O)COC(=O)/C=C/c1ccc([N+](=O)[O-])cc1)C(C)C
→ -0.1	4	-1	0.0
> CCC(C)NC(=O)CNC(=S)N(Cc1ccc(F)cc1)C1CCCCC1 (configuration not stated)
→ -1.6	11	3	0.1
> COc1ccccc1N(CC(=O)NCc1ccncc1)S(C)(=O)=O
→ -1.3	5	10	-0.1
> CN1CC(=O)N(CC(=O)NCc2ccccc2)C1=O
→ -0.2	-3	-7	0.0
> COC(C(=O)NNC(=O)c1ccccc1C)c1ccccc1 (configuration not stated)
→ -0.1	-6	-14	-0.2
> CCCn1c2ccccc2c2nnc(SCC(=O)Nc3ccc(S(=O)(=O)Nc4nccs4)cc3)nc21
→ 0.1	4	-1	0.0

Other structures follow:
Order of results: GPR151 activ	TEAD-YAP inh	MITF inh	FBW7 activator
> COC(=O)c1ccccc1Oc1ccc(Cl)cc1
→ -0.3	6	-2	0.2
> CC(C)N(CCNC(=O)c1cccc(NCCCN2CCCC2=O)c1)C(C)C
→ 5.0*	-1	3	0.0
> CCCN(CCC)C(=O)CSc1nc2ccccc2c(=O)n1CCCN1CCN(c2cccc(Cl)c2)CC1
→ 0.7	0	3	-0.1
> COc1cc(=O)n2c(c1C(=O)N1CCCC1)CCN(Cc1ccc(OC(C)C)cc1)CC2
→ 3.8	5	11	0.3
> CCN(CC)C(=O)C(Cc1c[nH]c2ccccc12)NC(=O)OCc1ccccc1 (configuration not stated)
→ 0.4	9	4	0.0
> CCOCCCNC(=O)c1c(C)[nH]c(C(=O)OCC)c1C
→ -0.8	9	21	0.0
> O=C(CNC(=O)c1ccc(N2CCCC2=O)cc1)Nc1ccc(F)c(F)c1F
→ -1.2	3	-2	-0.2
> CC1CC1C(=O)OCC(=O)c1ccc(OC(F)F)cc1 (configuration not stated)
→ -1.3	-14	17	0.6
> Cc1cc(-c2ccccc2)n2c(nc3ccccc32)c1C#N
→ -1.1	-3	-1	0.0
> COc1ccc(S(=O)(=O)Nc2ccccc2I)c2cccnc12
→ 1.4	0	19	0.2
> COc1ccc(NC(=O)C2CCC(=O)N2)cc1 (configuration not stated)
→ 0.0	1	6	-0.1
> CCOC(=O)c1cc2c(=O)n3ccccc3nc2n(CC2CCCO2)c1=NC(=O)c1ccccc1 (configuration not stated)
→ 2.4	4	-1	0.0
> CCOC(=O)C1(Cc2ccc(OC)cc2)CCN(S(=O)(=O)c2ccccc2F)CC1
→ 0.5	5	9	0.1
> Cc1nc(N2CCC(N3CCCC3)CC2)nc2cc3c(cc12)CCC3
→ 0.0	-6	-8	0.0
> Cc1ccccc1-n1ncc(C(C)NC(=O)CCn2cccn2)c1C (configuration not stated)
→ -0.2	-10	13	0.0

Overlap with the part before: two entries, then new ones.
Order of results: GPR151 activ	TEAD-YAP inh	MITF inh	FBW7 activator
> Cc1nc(N2CCC(N3CCCC3)CC2)nc2cc3c(cc12)CCC3
→ 0.0	-6	-8	0.0
> Cc1ccccc1-n1ncc(C(C)NC(=O)CCn2cccn2)c1C (configuration not stated)
→ -0.2	-10	13	0.0
> O=[N+]([O-])c1ccccc1S(=O)(=O)N1CCN(C(c2ccccc2)c2ccccc2)CC1
→ 0.6	-3	0	-0.1
> Cc1ccc(S(=O)(=O)Nc2ccc3c4c(cc(=O)n3C)-c3ccccc3C(=O)c24)c(C)c1
→ 0.4	2	17	0.1
> COC(=O)[C@@H]1C(=O)NC(SC)=C(C#N)C1c1ccc(Cl)cc1 (some centres not stated)
→ 2.3	-6	1	0.0
> COc1ccc(OCc2nn3c(C4COc5ccccc5O4)nnc3s2)cc1 (configuration not stated)
→ 3.9	-8	4	-0.1
> CCN(CC(=O)NC(C)(C)C)c1ccc(C(N)=O)cc1[N+](=O)[O-]
→ -0.1	-10	-9	0.0
> Cc1ccc(N=C2NC(=O)CS2)cc1C
→ 0.3	6	1	0.1
> Cc1nc(N2CCC(NCc3ccsc3)CC2)nc2ccc(F)cc12
→ 0.2	10	-5	0.2
> COc1ccc(C(C)NC(=O)c2ccc(C)cc2)cc1OC (configuration not stated)
→ 1.5	11	6	-0.2
> COc1cccc(NC(=O)C(=O)N/N=C/c2ccc(C(=O)O)cc2)c1
→ -1.9	-12	14	0.1
> Cc1ccc(NC(=O)N2CCC(CN3CCCCC3)CC2)cc1C
→ -2.3	1	3	-0.1
> FC(F)(F)c1ccc(Cn2cnc3c(NCCN4CCOCC4)nc(-c4ccccc4)nc32)cc1
→ 0.5	1	-3	0.2
> CC(=O)c1ccc(NC(=O)/C=C/c2cn(-c3ccccc3)nc2-c2cccnc2)cc1
→ 1.7	3	-16	0.2
> NC(=O)NC(CC(=O)NNC(=O)c1ccco1)c1cccc(Oc2ccccc2)c1 (configuration not stated)
→ 1.5	9	1	0.1
> Cc1ccc(C2C=C(c3ccc(Cl)cc3)Nc3nc(NC(=O)CCC(=O)O)nn32)cc1 (configuration not stated)
→ 3.8	1	11	0.0
> Cc1ncn(-c2ccc(Nc3nccc(-c4ccc(Oc5ccccc5)c(C#N)c4)n3)cc2)n1
→ -0.6	0	18	0.3

Some of the entries above, set out differently:
Cc1ccc(N=C2NC(=O)CS2)cc1C
  GPR151 activ = 0.3; TEAD-YAP inh = 6; MITF inh = 1; FBW7 activator = 0.1

Cc1nc(N2CCC(NCc3ccsc3)CC2)nc2ccc(F)cc12
  GPR151 activ = 0.2; TEAD-YAP inh = 10; MITF inh = -5; FBW7 activator = 0.2

COc1ccc(C(C)NC(=O)c2ccc(C)cc2)cc1OC (configuration not stated)
  GPR151 activ = 1.5; TEAD-YAP inh = 11; MITF inh = 6; FBW7 activator = -0.2

COc1cccc(NC(=O)C(=O)N/N=C/c2ccc(C(=O)O)cc2)c1
  GPR151 activ = -1.9; TEAD-YAP inh = -12; MITF inh = 14; FBW7 activator = 0.1

The results go on.
Order of results: GPR151 activ	TEAD-YAP inh	MITF inh	FBW7 activator
> Cc1cccc(CNCc2cccnc2)c1
→ -0.2	3	2	0.0
> COc1ccc(CC(=O)Nc2cc(Cl)ccc2C(=O)O)cc1OC
→ 1.2	1	1	-0.1
> COc1cccc(NC(C(=O)NC(N)=O)c2ccccc2)c1 (configuration not stated)
→ 0.3	-4	-2	0.0
> COc1ccc(C2=NS(=O)(=O)N(C)C(C(=O)NC3CCCCC3)=C2)cc1OC
→ -0.4	19	6	0.1
> Cc1nnc2ccc(N3CCN(C(=O)c4cccc(Cl)c4)CC3)nn12
→ -1.1	10	4	-0.1
> Cc1ccc(C(=O)Nc2ccccc2F)c(Cl)c1
→ -1.6	31	-8	-0.2
> CNC(=S)N1CCCC1C(=O)Nc1ccc(Cl)cc1 (configuration not stated)
→ 2.3	2	-6	-0.1
> CCOC(=O)c1c(N)sc(-c2ccccc2)c1Cc1ccccc1
→ 0.6	-1	-7	-0.1
> O=C(NCCCN1CCOCC1)c1ccc(CNC(=O)c2cccc(Br)c2)cc1
→ 0.1	-8	3	0.3

Screening results as filed in PubChem.
